PDI inh = blocks human protein disulfide isomerase activity. PDI insulin aggregation turbidity, A650, 90 min. inhibition, % at 10 µM. 350,000 tested, 0.052% active. AID 588391;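 active = mean inhibition across replicates of 30% or more, whatever share of single replicates reach that level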;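 also: absorbance from insulin aggregation driven by PDI reduction with DTT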
MC4R antag cAMP = blocks human MC4R cAMP signaling. AID 540295. P32245. inhibition, % at 6.5 µM. MC4R-expressing cells, MTII-stimulated cAMP, LANCE TR-FRET. 360,000 tested, 0.48% active;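 active = inhibition above its plate's cutoff, the mean of tested wells on that plate plus 3 SD, cut at about 29% in these data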;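 also: 0% = Melanotan II alone and 100% = Melanotan II plus saturating MCL0020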
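Test system: U2OS cells stably expressing human melanocortin 4 receptor (MC4R); also added: Melanotan II challenge; compound: 6.5 µM single dose; timing: 30-min compound preincubation, 1-h Melanotan II challenge, 1-h detection, room temperature; signal: Eu-cAMP/anti-cAMP TR-FRET, emission 671 nm; repeats: one well per compound, no replicates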
Exocytosis inh = blocks lytic granule exocytosis | 360,000 tested, 0.66% active | inhibition, % at 10 µM | TALL-104 LAMP-1 surface exposure, flow cytometry; cells stimulated with thapsigargin and PMA;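 active = inhibition above about 55%, limit read from the data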
ABHD5 PLIN5 PPI = ABHD5-PLIN5 protein interaction inhibition; inhibition, % at 4 µM; 360,000 tested, 0.78% active; Split G. princeps luciferase complementation, luminescence, 4 h; Q00G26+Q8WTS1;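 active = inhibition above the mean inhibition across every tested compound plus 3 SD, cut at about 22% in these data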;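 also: 0% = DMSO only wells and the 100% control is not disclosed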
Target sequence (Q00G26 whole entry, looked up): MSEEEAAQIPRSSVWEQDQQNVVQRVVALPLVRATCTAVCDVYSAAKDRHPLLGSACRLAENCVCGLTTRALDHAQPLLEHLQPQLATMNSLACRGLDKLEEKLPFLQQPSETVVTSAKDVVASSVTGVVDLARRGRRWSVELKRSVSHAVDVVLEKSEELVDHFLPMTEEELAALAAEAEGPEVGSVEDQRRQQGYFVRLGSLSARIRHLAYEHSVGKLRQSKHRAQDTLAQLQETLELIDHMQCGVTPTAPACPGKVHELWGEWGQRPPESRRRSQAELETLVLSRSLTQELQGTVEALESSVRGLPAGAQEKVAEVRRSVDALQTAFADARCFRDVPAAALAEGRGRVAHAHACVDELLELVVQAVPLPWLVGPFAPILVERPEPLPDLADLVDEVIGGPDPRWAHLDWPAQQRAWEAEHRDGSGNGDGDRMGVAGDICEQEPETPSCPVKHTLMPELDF
Target sequence (Q8WTS1 whole entry, looked up): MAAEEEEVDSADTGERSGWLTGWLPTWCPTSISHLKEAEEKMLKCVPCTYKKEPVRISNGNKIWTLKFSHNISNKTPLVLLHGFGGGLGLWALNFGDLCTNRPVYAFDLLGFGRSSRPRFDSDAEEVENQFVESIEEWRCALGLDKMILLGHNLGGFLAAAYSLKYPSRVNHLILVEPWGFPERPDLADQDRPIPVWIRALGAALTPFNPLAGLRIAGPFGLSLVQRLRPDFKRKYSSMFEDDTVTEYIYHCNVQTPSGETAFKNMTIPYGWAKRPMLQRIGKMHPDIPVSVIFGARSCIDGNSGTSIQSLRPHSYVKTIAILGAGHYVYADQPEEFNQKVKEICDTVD
Glyco luc inh = N-linked glycosylation inhibition; D54 ERlucT glycosylation luciferase reporter, 24 h; percent of 100 nM tunicamycin response; reporter increase, % at 12.5 µM; 360,000 tested, 0.23% active; AID 588692;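 active = mean luciferase reporter signal, scaled so untreated is 0 and the glycosylation-blocking control 100, at or above a set limit in every replicate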;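 also: luciferase carries N-glycosylation sites so blocking glycosylation raises the light; 0% = median of neutral control wells and 100% = median of 100 nM tunicamycin wells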
m5-HT2A agonist = agonists of mouse serotonin 5-HT2A receptor (HTR2A). P35363. CHO-K1 mHTR2A beta-arrestin complementation, luminescence; percent of 30 µM serotonin response. activation, % at 7.6 µM. 360,000 tested, 0.66% active;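 active = activation above a run cutoff, the mean activation of all tested compounds plus 3 SD, cut at about 14% in these data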;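 also: 0% = plate median of compound wells and 100% = 30 µM serotonin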
Cardio protect = protects H9c2 cardiomyocytes from peroxide injury. AID 588492. H2O2 injury protection, ATPLite, 2 h. 360,000 tested, 0.63% active. protection from H2O2 cell death, % at 20 µM;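 active = compounds giving at least 50% protection of heart cells from peroxide-induced death in the single-dose screen, raw or plate-pattern-corrected value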;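 also: 0% = DMSO wells with peroxide and 100% = DMSO wells without peroxide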
MC4R barr agon = human MC4R agonism via beta-arrestin. P32245. U2OS MC4R beta-arrestin complementation, luminescence; percent of melanotan II response, DMSO zero. activation, % at 8.9 µM. 360,000 tested, 0.98% active. AID 540308;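 active = activation above a per-plate cutoff, the mean activation of sample wells on that plate plus 3 SD, cut at about 8% in these data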
CaV13 FRET inh = Primary screen for inhibitors of IQ motif and Ca2+-dependent inactivation inhibitor domain binding in CACNA1D, Förster resonance energy transfer in living cells, …; inhibition, % at 12.3 µM; HEK cells, CFP/YFP FRET ICDI-IQ, plate reader, 10 min; percent FRET-ratio fall versus neutral wells; 340,000 tested, 0.098% active; AID 743397;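 active = mean replicate inhibition of at least 30% and at least 1% of replicates passing that level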;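 also: 0% = median of the neutral control wells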
ABCB6 inh 2 = blocks the human ABCB6 transporter | fluorescence ratio to DMSO, % at 10 µM | K562-ABCB6 porphyrin accumulation, flow cytometry, 1 h; stronger effect = lower value | 360,000 tested, 0.19% active | AID 602162;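 active = fluorescence ratio to DMSO below 75%, the collection mean minus 3 SD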;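 also: signal is porphyrin accumulated inside mitochondria; 100% equals median channel fluorescence of DMSO control wells; lower ratio means ABCB6 inhibition with less porphyrin fluorescence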
Starred values were filed as active, the others as inactive; x = not tested or not shown. No enrichment for hits (roughly 4.2% active in at least one column).

SMILES	PDI inh	MC4R antag cAMP	Exocytosis inh	ABHD5 PLIN5 PPI	Glyco luc inh	m5-HT2A agonist	Cardio protect	MC4R barr agon	CaV13 FRET inh	ABCB6 inh 2
CCCN1CCN(C(=O)Cn2nc(C)n3c(cc4sccc43)c2=O)CC1	5	-3	-4	1	0	-2	1	1.3	-8	101
CCN(CC(=O)Nc1c(F)cccc1F)C(=O)CN(C)S(=O)(=O)c1ccc(F)cc1	-4	12	3	-6	1	-7	1	-4.2	-12	100
COc1ccc(C(=O)Nc2cc3c(cc2N2CCCCC2)n(C)c(=O)n3C)cc1OC	-2	-4	5	-4	11	-5	30	-2.2	-2	98
Cc1ccc(-c2nc3ccccc3c(=O)n2NC(=O)c2cccs2)cc1	5	8	1	-4	0	2	2	-1.6	-3	95
O=C(NC1CC1)C1CCN(C(=O)c2ccccc2Cl)CC1	-3	2	-10	4	-2	-2	0	-1.7	-2	96
O=C(NCc1ccccc1)c1ccc[n+]([O-])c1	-6	13	-7	-6	3	1	2	-1.7	-2	93
CCN1CCN(c2cc(N3CCc4ccccc4C3)c(F)cc2[N+](=O)[O-])CC1	3	-6	9	26*	-6	-7	1	15*	-3	93
COc1ccc(C(=O)c2c(-c3cccc(C)c3)oc3ccc(N4CCOCC4)cc23)cn1	-2	9	-5	-6	-12	3	1	0.5	-8	97
COc1cc(/C=C/C(=O)Nc2nc3ccc(S(=O)(=O)N(C)C)cc3s2)cc(OC)c1OC	0	9	2	3	-7	-4	22	-2.1	-5	99
CCC(C)NC(=O)C1CCN(C(=O)N(C)C)CC1 (stereo unspecified)	-4	-5	-1	12	1	5	7	-0.5	-8	87
O=C(c1ccc(CSc2nc3ccncc3[nH]2)cc1)N1CCCCCC1	5	12	2	2	-8	3	-26	-1.3	-13	105
Cc1cc(C)c2sc(N(CCN(C)C)C(=O)CCS(=O)(=O)c3ccccc3)nc2c1	5	2	0	10	-2	-8	0	9.2*	-7	105

2 entries from above, field by field.
> CCN1CCN(c2cc(N3CCc4ccccc4C3)c(F)cc2[N+](=O)[O-])CC1
  PDI inh = 3; MC4R antag cAMP = -6; Exocytosis inh = 9; ABHD5 PLIN5 PPI = 26*; Glyco luc inh = -6; m5-HT2A agonist = -7; Cardio protect = 1; MC4R barr agon = 15*; CaV13 FRET inh = -3; ABCB6 inh 2 = 93
> O=C(c1ccc(CSc2nc3ccncc3[nH]2)cc1)N1CCCCCC1
  PDI inh = 5; MC4R antag cAMP = 12; Exocytosis inh = 2; ABHD5 PLIN5 PPI = 2; Glyco luc inh = -8; m5-HT2A agonist = 3; Cardio protect = -26; MC4R barr agon = -1.3; CaV13 FRET inh = -13; ABCB6 inh 2 = 105

Later entries.
SMILES	PDI inh	MC4R antag cAMP	Exocytosis inh	ABHD5 PLIN5 PPI	Glyco luc inh	m5-HT2A agonist	Cardio protect	MC4R barr agon	CaV13 FRET inh	ABCB6 inh 2
CC(=O)CC(=O)Nc1ccc(C(N)=O)cc1	-2	7	-1	3	4	3	5	0.0	0	102
Cc1ccc2[nH]c(=O)c(CN(c3cccc(C)c3C)S(=O)(=O)c3ccccc3)cc2c1	8	-1	4	1	7	-11	-4	0.0	x	97
COc1ccc(S(=O)(=O)NC(CC(=O)NCc2ccco2)C(C)C)cc1 (stereo unspecified)	2	8	-1	0	-1	3	-6	-0.4	-2	99
CCOc1ccccc1Nc1nnc(SCC(=O)NC(Cc2c[nH]c3ccccc23)C(=O)O)s1 (stereo unspecified)	11	4	-8	-7	1	-2	7	-0.8	-3	100
C[C@H](O)[C@@H]1C(=O)N2CCc3c([nH]c4ccccc34)[C@@H]2C[C@@H]1N(C)C(=O)Nc1ccc(F)cc1	7	4	5	7	3	2	-2	-1.2	-12	97
CCOC(=O)[C@@H]1[C@H]2COc3cc(OC)ccc3[C@@H]2N2C(=O)N(c3cccc(Cl)c3)C(=O)[C@]12C	1	4	2	4	2	-1	-4	-0.2	x	101
O=C(Nc1ccnn1C1CCN(C(=O)c2c(F)cccc2F)CC1)C1CC1	1	-1	4	-1	1	7	0	-1.7	x	96
COc1cc(C(=O)OCCNC(=O)c2ccncc2)cc(OC)c1OC	3	-6	-3	5	0	7	7	0.9	-5	101
C/C(=N\Nc1nnc2c3ccccc3n(C)c2n1)c1ccc(C)o1	2	-15	-4	-4	13	-4	70*	-0.4	-4	93
NS(=O)(=O)c1ccc(CCNc2ccn3nc(-c4ccc(OCCN5CCOCC5)cc4)cc3n2)cc1	-1	20	-1	1	1	-8	66*	-0.8	-4	97
N#Cc1ccc(OCC(=O)Nc2nc(-c3ccccn3)cs2)cc1	-7	-1	1	0	-3	-2	69*	-1.6	-5	98
CN(CC(=O)Nc1ccc(Cl)cc1)CC(=O)Nc1cccc2ccccc12	3	7	3	10	-3	5	-4	1.5	-6	99
COc1ccc([N+](=O)[O-])cc1NC(=O)CSCc1ccc(Br)cc1	-9	-5	-4	-2	-2	-6	-9	-1.8	-5	98
CCCCCc1ccc(OCCOCCn2c[n+](C)c3ccccc32)c(CCCCC)c1	6	-8	40	10	3	1	-17	17*	x	92
CCOC(=O)c1csc(NC(=O)CC2CCCC2)n1	3	1	-3	1	0	5	-3	-0.1	-7	100
CCCOc1ccc(C2(C(=O)O)CCCC2)cc1	-1	3	-12	-4	2	-1	3	-0.9	-5	96
NS(=O)(=O)c1ccc(NC(=O)c2ccc(S(=O)(=O)N3CCc4ccccc43)cc2)cc1	-2	6	0	-1	-2	0	-8	-2.1	-17	103
Cc1ccsc1C(=O)NNC(=O)c1csc(N2CCOCC2)n1	-3	-4	-4	6	2	7	0	-0.7	-15	95
CC(NC(=O)C1(c2cccs2)CCOCC1)c1ccccc1 (stereo unspecified)	11	6	0	4	1	1	-1	-1.7	-5	99
CCCCOC(=O)Nc1nnc(Cc2ccc(Cl)cc2)s1	2	1	-2	-1	0	1	1	-0.3	-3	93
Fc1ccccc1-c1nc(-c2ccccc2)no1	0	1	-3	-11	-13	-5	-14	-1.2	-3	97
CNC(=O)C(=O)NCCc1ccc(Cl)cc1	-1	2	1	1	0	-3	-6	-0.3	-1	107
CC(=O)NCC(=O)N(C)C(C(=O)Nc1ccc2c(c1)OCCO2)c1ccc(C)cc1 (stereo unspecified)	0	6	10	2	3	-5	-8	1.4	0	106
COc1ccc(OC)c(CNC(=O)C2CCN(S(=O)(=O)N3CCCC3)CC2)c1	6	1	3	-5	1	2	0	-1.1	-9	85
O=C(CNC(=O)c1ccc(Cl)c([N+](=O)[O-])c1)NCC1CCCO1 (stereo unspecified)	4	-1	14	2	0	-1	-3	-1.7	-4	102
CC(C)Oc1ccc(C(CC(=O)N(C)CCC#N)c2ccc(F)cc2)cc1 (stereo unspecified)	0	-1	-1	-2	1	-2	-6	-1.0	-6	99
CCN(CC)c1ccc(N=Cc2ccc([N+](=O)[O-])o2)cc1	12	-5	-6	7	4	0	-14	-1.1	-18	180
O=C(CSC1=Nc2ccccc2C2=NC(CC(=O)NCc3ccco3)C(=O)N12)NCC1CCCO1 (stereo unspecified)	-1	4	0	0	-1	1	4	-1.8	-4	86
CC(C)CCN1CCN(Cc2cccc3nonc23)CC1CCO (stereo unspecified)	-1	7	-1	-4	2	-7	-2	-0.5	-5	104
CCOC(=O)c1sc(=S)n(C)c1NC(=O)c1ccccc1	1	14	-5	-4	2	-1	-1	-0.8	-12	96
CC(=O)NC(Cc1c[nH]c2ccccc12)C(=O)OCC(=O)N1CCCCCC1 (stereo unspecified)	4	7	2	-3	1	-1	9	-2.5	-3	102
CCOC(=O)CSc1ccc2nnc(CCNS(=O)(=O)c3ccccc3)n2n1	-6	5	-3	6	-1	3	-5	1.3	-4	102
CC(=O)c1ccccc1NC(=O)COC(=O)CSCC(=O)Nc1cc(C)on1	7	14	-4	-9	3	-5	11	-1.3	-2	102
Cc1ccc(C(=O)Nc2ccc3c(c2)OCO3)cc1S(=O)(=O)N1CCOCC1	4	2	20	3	-1	-3	-5	-3.4	-6	92
O=C(c1ccc(CS(=O)(=O)c2ccc(Br)cc2)o1)N1CCN(c2ccccn2)CC1	-4	-8	-3	-3	-1	-5	2	-0.9	27	101
COc1ccc(CC(=O)N2CC(C)CC(C)C2)cc1OC (stereo unspecified)	3	3	-3	3	0	4	-5	-0.8	x	102
S=C(Nc1ccccc1)N1CCCCC1	-7	1	0	0	0	1	0	-0.2	-5	98
CC(CN1CCOCC1)OC(=O)c1ccc(C(C)(C)C)cc1 (stereo unspecified)	-2	7	2	-3	2	-5	-3	-0.1	0	102
O=C(c1ccco1)N(Cc1cccnc1)C(c1ccccc1)c1nc2ccccc2[nH]1 (stereo unspecified)	x	x	-5	5	4	-2	5	x	-7	102
COc1cc(C2c3cc4c(cc3OC(N3CCCC3)C2C)OCO4)cc(OC)c1O (stereo unspecified)	-3	-14	0	5	9	-1	-1	-1.6	-6	95
COc1ccc(S(=O)(=O)N2Cc3ccccc3CC2C(=O)Nc2ccc(O)cc2)cc1OC (stereo unspecified)	-4	-7	-8	0	-1	5	58*	-0.1	-7	92
Cc1cc(C)n2nc(C(=O)OCC(=O)c3ccccc3Cl)nc2n1	6	2	-3	-1	-1	4	14	-3.6	-2	92
COc1ccc(OCCOC(=O)C(C)NS(=O)(=O)c2ccc(NC(C)=O)cc2)cc1 (stereo unspecified)	4	11	0	3	4	1	10	-1.2	-5	99
O=C(NCc1ccccc1)C1C(=O)Nc2ccccc2C(=O)N1c1ccc2c(c1)OCCO2 (stereo unspecified)	x	x	-5	0	x	1	x	x	-4	x
COc1ccc(Cl)cc1-c1cc(C(=O)N[C@H](C)c2ccccc2)[nH]n1	4	5	-10	-1	0	-3	0	1.4	-9	89
CCCn1c(N)c(C(=O)CSc2nnc(N)s2)c(=O)[nH]c1=O	13	-1	7	4	6	-2	5	2.4	-3	87
NC(=O)C1CCN(CC(=O)NC(=O)NC2CCCC2)CC1	0	27	2	0	2	-1	9	0.2	8	92
CCOC(=O)c1cc2c(ccn2C)n1CC(=O)N1CCC(C)CC1	-20	-5	0	-6	1	5	4	-2.2	-4	91
CCC(C)(C)NC(=O)C(c1ccc(OC)cc1)N(C(=O)CCC(=O)Nc1cc(C)on1)c1ccc(F)cc1 (stereo unspecified)	-6	-5	18	2	-1	8	-4	0.0	-4	99
CC1(C(=O)Nc2ccc3[nH]ncc3c2)CCN1C(=O)CC(c1ccccc1)c1ccccc1 (stereo unspecified)	0	4	9	-7	0	-2	1	1.4	-4	101
CCC(NS(=O)(=O)c1ccc2c(c1)Cc1cc(S(=O)(=O)NC(CC)C(=O)O)ccc1-2)C(=O)O (stereo unspecified)	-2	0	-1	4	0	-1	1	-1.6	-5	94
N#CC1=C(S)N=C(N)C(c2nc(-c3ccccc3)cs2)C12CCCC2 (stereo unspecified)	2	-2	70*	2	0	-2	4	-1.1	x	109

Source: PubChem (several laboratories)
